# JMJD2E inh = JMJD2E (human) inhibition; 1.6% of 230,000 active; B2RXH2; AID 2147; JMJD2E catalytic domain, FDH-coupled NADH fluorescence (FDH is formaldehyde dehydrogenase); Potency, µM (series often up to 57.1 µM), for the others: at the highest dose activity change, negative = inhibition, usual class: inhibitors; active = well fitted inhibition curve with a large enough effect, not every such curve was filed as active; inconclusive = small, poorly fitted or top-dose-only effect, or another doubt; inactive = no such curve, though single readings can be large or run the other way;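 also: 0% = wells with enzyme and -100% = buffer wells without enzyme; nearly all actives have a fitted effect of over 50% in size; many of its hits are not listed in these tables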
# RGS12 GoLoco inh = RGS12 GoLoco-Gai1 interaction inhibition | Gai1:RGS12 GoLoco peptide FP, rhodamine, 10 min | Potency, µM (highest dose often 61.6 µM), without a hit: at the top dose activity, negative = inhibition, hits mostly inhibitors | AID 880 | P63096 | 0.44% of 230,000 active; active = well fitted inhibition curve with a large enough effect, not every such curve was filed as active; inactive = no such curve, though single readings can be large or run the other way; also: % is scaled to controls: 0 for no effect and ±100 for the full control effect; nearly all actives have a fitted effect of over 30% in size; many of its hits are not listed in these tables
# Target sequence (P63096 whole entry, looked up): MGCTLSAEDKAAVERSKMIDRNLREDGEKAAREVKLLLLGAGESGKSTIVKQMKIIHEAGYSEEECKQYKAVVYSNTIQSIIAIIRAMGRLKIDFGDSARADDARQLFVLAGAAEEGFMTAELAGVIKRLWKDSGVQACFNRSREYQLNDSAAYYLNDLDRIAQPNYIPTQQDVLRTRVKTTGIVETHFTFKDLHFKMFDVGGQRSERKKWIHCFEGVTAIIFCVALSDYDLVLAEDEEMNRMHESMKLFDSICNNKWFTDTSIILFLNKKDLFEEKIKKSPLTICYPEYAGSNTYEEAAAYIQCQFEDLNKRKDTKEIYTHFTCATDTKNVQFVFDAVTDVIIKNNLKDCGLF
# TR SRC2 fluor cs = alters Texas Red total fluorescence, flagging assay interference. Potency, µM (highest dose often 106 µM), for the others: at the top dose fluorescence change, negative = quenching. TRb/SRC2 Texas Red total fluorescence interference. 0.29% of 280,000 active. AID 1479; active = well fitted curve in either direction with a large enough effect; inconclusive = small, poorly fitted or top-dose-only effect; also: % is scaled to controls: 0 for no effect and ±100 for the full control effect
#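 Flags fluorescent or light-absorbing compounds by total fluorescence, S + 2P, at 555 nm excitation and 632 nm emission. Mixture: 20 nM Texas Red SRC2 peptide, 0.6 uM human TRb LBD, 1 uM T3, 5% DMSO; compound exposure 5 h at ambient temperature.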
# RECQ1 inh = blocks DNA unwinding by human RECQ1 | P46063 | RECQ1 DNA unwinding, red fluorescence kinetic read | Potency, µM (titrated, usually from 57.3 µM), for inactives: at the highest dose activity, negative = inhibition, actives largely listed as inhibitors | 0.54% of 240,000 active | AID 2549;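 also: plate controls were vehicle for no effect and no enzyme for full effect; nearly all actives have a fitted effect of over 30% in size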
# Target sequence (P46063 whole entry, looked up): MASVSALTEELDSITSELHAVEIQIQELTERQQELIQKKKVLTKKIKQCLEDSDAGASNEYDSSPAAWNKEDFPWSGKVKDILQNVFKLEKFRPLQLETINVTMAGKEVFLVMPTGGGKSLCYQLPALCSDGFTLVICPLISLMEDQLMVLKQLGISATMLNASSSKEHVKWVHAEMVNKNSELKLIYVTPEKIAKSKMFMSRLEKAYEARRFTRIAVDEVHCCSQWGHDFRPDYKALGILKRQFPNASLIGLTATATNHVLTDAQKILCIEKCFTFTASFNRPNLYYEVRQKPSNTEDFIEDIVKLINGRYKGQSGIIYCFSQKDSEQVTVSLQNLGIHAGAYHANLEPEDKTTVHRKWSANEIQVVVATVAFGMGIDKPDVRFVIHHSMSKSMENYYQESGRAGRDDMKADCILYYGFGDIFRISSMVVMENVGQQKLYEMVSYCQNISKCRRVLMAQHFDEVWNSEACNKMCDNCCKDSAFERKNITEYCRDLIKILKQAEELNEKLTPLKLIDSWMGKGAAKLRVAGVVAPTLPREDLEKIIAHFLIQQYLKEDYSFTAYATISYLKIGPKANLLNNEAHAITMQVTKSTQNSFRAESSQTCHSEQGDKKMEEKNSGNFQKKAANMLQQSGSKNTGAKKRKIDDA
#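 RECQ1T1 50 nM; forked duplex (20 bp + 30-nt ss tails) 200 nM, ATP 2 mM final; pH 8.0, 2 mM MgCl2, 2.5 ug/ml poly(dI-dC); 15 min compound preincubation; discontinuous kinetic read over 2 h at RT.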
# SMN2 splice up = SMN2 splice variant enhancement; HEK293 SMN2-luciferase splicing reporter, luminescence, 30-36 h; Potency, µM (series often up to 46.1 µM), inactives show at the highest dose activity change, positive = activation, hits mostly activators; 2.8% of 210,000 active; also: % of control where 0% means no effect; nearly all actives have a fitted effect of over 55% in size
#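 HEK293 cells carry an SMN2 minigene-luciferase reporter in which exon 7 inclusion puts luciferase in frame. Cells were seeded at 2000 cells/well, attached for 10-12 hours, then exposed to compounds for 30-36 hours at 37C before ONE-Glo luminescence.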
# ALDH1A1 block = inhibitors of human aldehyde dehydrogenase 1A1 | P00352 | Purified ALDH1A1, NADH fluorescence, propionaldehyde substrate | Potency, µM (highest dose often 75.3 µM), for the others: at the top dose activity, negative = inhibition, actives largely listed as inhibitors | 7.3% of 220,000 active | AID 1030; active = well fitted inhibition curve with a large enough effect, not every such curve was filed as active; inconclusive = small, poorly fitted or top-dose-only effect, or another doubt; inactive = no such curve, though single readings can be large or run the other way;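 also: plate controls were no enzyme wells and a reference inhibitor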
# Lamin A splicing = changes lamin A minigene splicing in HeLa cells. HeLa LMNA splicing GFP/RFP minigene ratio, 48 h. Potency, µM (doses to about 46.1 µM), for inactives: at the top dose ratio change, negative = inhibition, hits mostly inhibitors. AID 1487. 0.01% of 200,000 active; active = well fitted inhibition curve with a large enough effect in the signal ratio, with a control signal flat, not every such curve was filed as active; inconclusive = small, poorly fitted or top-dose-only effect, or effect the other way, or a change in a side signal; the % refers to the signal ratio; also: % is scaled to controls: 0 for no effect and ±100 for the full control effect
#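 S3 HeLa cells stably expressing lamin A-EGFP splicing minigene plus DsRed2, 600 cells/well, 48 h compound exposure at 37C. Laser-scanning cytometry; analysed as GFP (500-530 nm)/RFP (575-640 nm) total intensity ratio; 0.5% DMSO vehicle.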
# TRb-SRC2 inh = TRbeta-SRC2 interaction inhibition | P10828 | TRbeta-SRC2 peptide binding, fluorescence polarization; receptor liganded with 1 µM T3 | Potency, µM (doses to about 106 µM), for the others: at the highest dose activity change, negative = inhibition, usual class: inhibitors | 0.065% of 280,000 active;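 also: plate controls were bound peptide for no effect and peptide without receptor for full effect; nearly all actives have a fitted effect of over 50% in size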
#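 Compounds were added to 0.6 uM TRb ligand-binding domain and 20 nM Texas Red-labeled SRC2 peptide in Tris buffer containing 1 uM T3, incubated 5 hr at ambient temperature, then read by fluorescence polarization.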
# Starred values were filed as active, the others as inactive; i = inactive; ? = inconclusive; · = no result given; [ ] = remark or other dose. Unless noted, calls follow the shape of the dose curve; as a rule, active = well fitted curve in the direction sought with a large enough effect; inconclusive = small, poorly fitted or top-dose-only effect, or another doubt; inactive = no such curve, though single readings can be large; an effect the other way counts as inactive or inconclusive. Potency is read from the fitted curve at half-maximal effect.
Structure	JMJD2E inh	RGS12 GoLoco inh	TR SRC2 fluor cs	RECQ1 inh	SMN2 splice up	ALDH1A1 block	Lamin A splicing	TRb-SRC2 inh
O=C(c1ccc(Cl)cc1[N+](=O)[O-])N1CCOCC1	1%	-7%	0%	-7%	-39%[inhibitor]	-4%	·	-2%
O=C(Nc1ccc(S(=O)(=O)Nc2nccs2)cc1)C1CC(=O)N(c2ccccc2)C1 (configuration not stated)	7%	8%	0%	-7%	-1%	?	11%[46 µM]	0%
N=c1ccn(Cc2ccccc2Cl)cc1	-3%	-6%	-2%	-8%	-44%[inhibitor]	10%	?	-6%
Fc1ccc(OCc2nc(-c3ccncc3)n[nH]2)cc1	-4%	4%	1%	0%	2%	-6%	2%[46 µM]	-2%
O=C(CCN1CCN(CCO)CC1)Nc1ccc(F)c(F)c1	2%	1%	-3%	-8%	2%	7%	-4%	-7%
O=C(O)C(=O)/C(=C\c1ccc(Cl)cc1)c1ccc2ccccc2n1	?	0%	-3%	-11%	13µM*	?	-21%[46 µM]	-5%
C/C(N)=C(/C#N)C(=O)COC(=O)CC1CCCC1	-1%	9%	1%	-17%	-5%	9%	9%	4%
Cc1c(CCOC(=O)c2cc([N+](=O)[O-])cc([N+](=O)[O-])c2)sc[n+]1CCCCS(=O)(=O)[O-]	3%	5%	-3%	i	-21%	-6%	7%[46 µM]	1%
O=C(NC1CCCC1)C(c1ccc(Cl)cc1)N1CCOCC1 (configuration not stated)	7%	5%	0%	-12%	4%	11%	-10%	-13%
Cc1nn(CCC(N)=S)c2nc(-c3cccs3)cc(C(F)(F)F)c12	?	0%	8%	0%	-6%	13µM*	-7%	10%
COc1cc(/C=C(\C#N)c2ccccn2)ccc1OCC(=O)Nc1cccc(C(F)(F)F)c1	?	0%	0%	-7%	-8%	?	5%	-5%
CCc1cccc(C)c1NC(=O)CN(C)Cc1ccc(Br)cc1	-2%	15%	4%	-7%	-46%[inhibitor]	-6%	-13%[46 µM]	2%
Cc1cc(=O)oc2cc(N3C(=O)CC(Cc4ccccc4)C3=O)ccc12 (configuration not stated)	-170%	1%	-2%	i	7%	?	?	0%
O=C(O)COc1ccc(Oc2ccccc2)cc1	-1%	-2%	2%	-5%	-9%	-4%	4%	-7%
O=C(CCN1C(=O)C2C3C=CC(C3)C2C1=O)Nc1ccccc1 (configuration not stated)	-2%	7%	1%	5%	6%	-6%	13%[46 µM]	3%
CCOC(=O)N1CCC(NC(=O)c2ccc3c(c2)ncn3C2CCCC2)CC1	-5%	11%	1%	-13%	7%	?	9%[0.0737 µM]	-8%
CCN(C(=O)COC(=O)c1ccc(Cl)cc1N)C1CCCCC1	?	7%	0%	-1%	0%	?	6%[9.22 µM]	10%
O=C1CC(N2CCC(c3nc4ccccc4o3)CC2)C(=O)N1 (configuration not stated)	5%	3%	1%	i	10%	2%	30%[46 µM]	8%
COc1ccc(Br)cc1C(=O)Nc1cc(C)cc(C)c1	2%	-4%	-2%	-3%	-11%	20%	1%	-5%
Cc1ccccc1/C=C1\CCCc2ccccc2C1=O	3%	-7%	1%	i	10µM*	?	5%	-8%
Cc1ccc(/C=C/C(=O)Nc2sc3c(c2C#N)CCCC3)o1	7%	14%	-39%	-6%	-5%	?	-10%	9%
O=C(Nc1ccc(SC(F)F)cc1)c1ccccc1F	0%	-4%	-3%	0%	18µM*	-1%	?	0%
CCOC(=O)c1sc(-c2ccccc2)nc1C	0%	13%	-2%	i	9%	-3%	·	-4%
Cc1cc(C)n2nc(N)c(N=Nc3cccc(Cl)c3)c2n1	2%	2%	-6%	-2%	-8%	10%	3%	9%
Cc1cc(C)c2[nH]c(=O)c(CN(CC3CCCO3)C(=S)Nc3ccccc3)cc2c1 (configuration not stated)	-2%	2%	-7%	-4%	-2%	?	-13%	0%

# 4 entries from above, set out differently:
O=C(CCN1C(=O)C2C3C=CC(C3)C2C1=O)Nc1ccccc1 (configuration not stated)
  JMJD2E inh = -2%; RGS12 GoLoco inh = 7%; TR SRC2 fluor cs = 1%; RECQ1 inh = 5%; SMN2 splice up = 6%; ALDH1A1 block = -6%; Lamin A splicing = 13%[46 µM]; TRb-SRC2 inh = 3%

Cc1c(CCOC(=O)c2cc([N+](=O)[O-])cc([N+](=O)[O-])c2)sc[n+]1CCCCS(=O)(=O)[O-]
  JMJD2E inh = 3%; RGS12 GoLoco inh = 5%; TR SRC2 fluor cs = -3%; RECQ1 inh = i; SMN2 splice up = -21%; ALDH1A1 block = -6%; Lamin A splicing = 7%[46 µM]; TRb-SRC2 inh = 1%

Cc1cc(C)c2[nH]c(=O)c(CN(CC3CCCO3)C(=S)Nc3ccccc3)cc2c1 (configuration not stated)
  JMJD2E inh = -2%; RGS12 GoLoco inh = 2%; TR SRC2 fluor cs = -7%; RECQ1 inh = -4%; SMN2 splice up = -2%; ALDH1A1 block = ?; Lamin A splicing = -13%; TRb-SRC2 inh = 0%

O=C1CC(N2CCC(c3nc4ccccc4o3)CC2)C(=O)N1 (configuration not stated)
  JMJD2E inh = 5%; RGS12 GoLoco inh = 3%; TR SRC2 fluor cs = 1%; RECQ1 inh = i; SMN2 splice up = 10%; ALDH1A1 block = 2%; Lamin A splicing = 30%[46 µM]; TRb-SRC2 inh = 8%

# Carrying on:
compound,JMJD2E inh,RGS12 GoLoco inh,TR SRC2 fluor cs,RECQ1 inh,SMN2 splice up,ALDH1A1 block,Lamin A splicing,TRb-SRC2 inh
CC(C)COc1ccc(C(=O)Nc2ccc(SC(F)F)cc2)cc1,-8%,12%,-3%,-3%,?,0%,?,-2%
Cc1ccc(OCCOC(=O)Nc2ccccc2)cc1,6%,3%,2%,-7%,2%,7%,2%,-8%
C/C(=N/NC(=O)c1cccs1)c1ccc(N2CCOCC2)cc1,?,-8%,-1%,i,?,?,2%,-2%
CCS(=O)(=O)NCc1cn2ccsc2n1,7%,7%,-3%,-12%,-2%,6%,-3%,-2%
COc1cc(C2=NOC(C(=O)Nc3ccc(C)cc3)C2)cc(OC)c1OC (configuration not stated),6%,·,-3%,-7%,·,?,?,-5%
C=C(C)Cn1c(SCC(=O)O)nnc1-c1ccccc1,-4%,2%,-2%,-12%,11%,10%,6%,-13%
CCN(CC)Cc1ccc(Nc2ccnc3cc(Cl)ccc23)cc1O,-6%,7%,-3%,11%,-16%,-4%,·,1%
Cc1cccc(C)c1NC(=O)C(c1ccccc1)N1CC(=O)Nc2ccccc21 (configuration not stated),4%,-7%,-2%,-5%,?,?,?,11%
Cc1nn(-c2ccccc2)c2sc(C(=O)OCc3nnc(-c4ccccc4)o3)cc12,?,21%,0%,-4%,19%,?,-7%,4%
Cc1cccc(N2CC(C(=O)Nc3ccc4c(c3)OCO4)CC2=O)c1C (configuration not stated),-3%,4%,3%,i,?,-4%,4%,-3%
COc1ccc(C(=O)NNC(=O)c2ccc(C)cc2)cc1S(=O)(=O)N1CCCC1,-8%,5%,-1%,0%,24%,3%,·,0%
CCOC(=O)CN(C(=O)Cn1nnc2ccccc21)C(C(=O)NCCOC)c1ccccc1 (configuration not stated),12%,15%,0%,-9%,0%,2%,5%,0%
COc1ccccc1C1=Nn2c(nnc2C2CCCCC2)SC1,0%,5%,-7%,-3%,12%,-8%,0%,4%
CCOc1cc(CNCCSc2nnnn2C)cc(Br)c1OCc1ccccc1F,-1%,-5%,-1%,-12%,-48%[inhibitor],?,19%,-3%
COc1c2ccc(C(=O)NCc3cc(C(F)(F)F)cc(C(F)(F)F)c3)cc2nn1C,?,-2%,-1%,-4%,-31%,?,-11%,-3%
COC(=O)c1[nH]c2ccc(C)cc2c1NC(=O)c1ccccc1[N+](=O)[O-],-4%,8%,-1%,i,-4%,4%,-8%,2%
COCCn1nnnc1C(C(C)C)N1CCC(Cc2ccccc2)CC1 (configuration not stated),9%,11%,3%,-6%,-11%,?,2%,4%
CC(C)CCNC(=O)Cc1c(C(=O)O)[nH]c2ccc(Cl)cc12,?,·,-3%,-7%,·,?,?,-20%
CCCc1cc(NCc2ccccn2)n2c(nc3ccccc32)c1C#N,?,12%,-6%,-15%,-19%,?,9%[9.22 µM],2%
O=C(NC12CC3CC(CC(C3)C1)C2)c1cc2nc(-c3ccco3)cc(C(F)(F)F)n2n1,?,0%,-1%,1%,-23%,?,2%,-11%
Cc1cc(NS(=O)(=O)c2ccc(NC(=O)Nc3ccccc3)cc2)no1,2%,10%,2%,1%,16%,2%,-10%,-4%
O=C(O)c1ccc(CSc2n[nH]c(-c3ccco3)n2)cc1,-10%,-27%,-5%,-7%,-11%,?,8%,-7%
Cc1ccc(N=Cc2nc(/C=C/c3cccc([N+](=O)[O-])c3)oc2O)cc1,-7%,-8%,0%,-2%,-16%,4%,-5%,-3%
Clc1ccc(CSc2nnc(-c3ccncc3)o2)c(Cl)c1,-4%,-2%,1%,i,-19%,7%,?,-1%
COc1ccc(-c2cc(C(F)(F)F)n3nc(C(=O)N4CCCC4)cc3n2)cc1,-1%,-7%,2%,2%,-23%,?,-2%,9%
Cc1csc(NC(=O)C2CCN(S(=O)(=O)c3ccc4c(c3)oc(=O)n4C)CC2)n1,-6%,1%,-5%,-9%,-8%,0%,?,-5%
CCc1nc2oc3ccccc3c(=O)c2c(=O)n1-c1ccc(C)cc1,-10%,90%[activator],-2%,?,·,·,·,9%
O=C(Oc1c(-c2ccccc2)c(=O)n2c3c(cccc13)CC2)c1cccc([N+](=O)[O-])c1,-3%,-11%,1%,i,·,·,·,-2%
COc1cccc(Nc2ncnc3ccccc23)c1,-8%,8%,0%,-15%,14µM*,16%,?,8%

# A portion of the library, so the mix of outcomes need not match the whole.
